# Assay outcomes (PubChem)
# H37Rv inhibition: M. tuberculosis growth inhibition, HTS (AID 449762); M. tuberculosis H37Rv growth inhibition, 7H9 media; higher % means a stronger effect; inhibition, % at 25 µM; hits with a dose series show IC50 in µM; 330,000 compounds, 0.59% hits; in the data active = a potency from the dose series; inconclusive = inhibition above about 70% without an active follow-up result;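 also: bacterial growth assessed after seven days of incubation; strong numbers were not always called active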
# Salmonella PhoP GFP: Inhibition of PhoP regulon, Salmonella typhi GFP reporter cells, confirmation, 4 h (AID 1850); Salmonella Typhi PhoP-promoter GFP reporter, fluorescence, 4 h; higher % means a stronger effect; inhibition, % at 50 µM; hits with a dose series show IC50 in µM; 310,000 compounds, 0.33% hits; in the data active = a potency from the dose series; inconclusive = inhibition mostly from about 25% at the one dose, without a potency; inactive = the rest, 99 in 100 with inhibition below about 19%;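 also: 0% = induced wells with vehicle and 100% = uninduced wells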
# H1N1 NS1A inhibition: H1N1 influenza NS1A inhibitors, functional cell based assay (AID 504329). NS1A functional cell-based assay, percent inhibition; higher % means a stronger effect. inhibition, % at 12.5 µM; hits with a dose series show IC50 in µM. 340,000 compounds, 0.3% hits; in the data active = a potency from the dose series; inconclusive = inhibition above about 27% without an active follow-up result; also: strong numbers were not always called active
# tuberculosis growth: growth inhibition of non-replicating M. tuberculosis (AID 488890); Mycobacterium tuberculosis non-replicating, growth inhibition; higher % means a stronger effect; one-dose inhibition, % at 25 µM; IC50 in µM for titrated hits; 320,000 compounds, 0.39% hits; in the data active = a potency from the dose series; inconclusive = inhibition mostly from about 82% at the one dose, without a potency; inactive = the rest, 99 in 100 with inhibition below about 76%;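 also: plate controls were DMSO cells for no effect and high antibiotic wells for full effect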
# inhibitors of VEEV: inhibitors of VEEV TC-83 cytopathic effect, confirmation, Vero cells (AID 588727) | 350,000 compounds, 0.13% hits | one-dose inhibition, % at 20 µM; IC50 in µM for titrated hits | Vero cells, VEEV TC-83 cytopathic effect inhibition; higher % means a stronger effect; in the data active = a potency from the dose series; inconclusive = inhibition mostly from about 14% at the one dose, without a potency; inactive = the rest, 99 in 100 with inhibition below about 12%; also: strong numbers were not always called active
# inhibitors of VEEV 10K pilot screen: second read-out of inhibitors of VEEV, no call of its own (marks repeat the call); inhibition, %; measured here: 10K pilot screen inhibition
# * hit, by the source's call; i = inactive; ? = inconclusive; . = not tested or not shown; & = joins results of further samples.
SMILES,H37Rv inhibition,Salmonella PhoP GFP,H1N1 NS1A inhibition,tuberculosis growth,inhibitors of VEEV,others
Cc1ccc(S(=O)(=O)N(C)c2ccc(OC(=O)CN3C(=O)NC(C)(c4ccccc4)C3=O)cc2)cc1C (centres undefined),.,.,-0.9%,.,0.5%,
CC(=O)Nc1ccc(NC(=O)[C@H](C)NC(=O)c2ccco2)cc1,-0.9%,2.6%,-1.8%,0.9%,3.5%,
O=C(Nc1ccc(C(=O)N2CCC(N3CCOCC3)CC2)cc1)c1ccc(Br)o1,7.3%,-18.4%,-4.4%,-0.4%,0.3%,
COc1ccccc1N1CCN(S(=O)(=O)c2ccc(Br)s2)CC1,-5.2%,-5.4%,-0.8%,0.5%,0.8%,inhibitors of VEEV 10K pilot screen=2.1
COc1ccc(N)c2c1OCCC2=O,0.3%,1.7%,0.9%,-12.5%,i,
O=C1CN(S(=O)(=O)c2ccccc2C(F)(F)F)CCN1,13.2%,-12.0%,-1.7%,-0.8%,0.1%,
O=C(c1cccc(F)c1)N1CCC(N2CCOCC2)CC1,-4.3%,-6.2%,-2.2%,0.1%,i,
Cc1ccc(-n2c(N)c(C(=O)N3CCOCC3)sc2=S)c(C)c1,-1.8%,3.0%,-2.6%,14.8%,7.0%,
CC(C)CN(C(=O)C1COc2ccccc2O1)c1c(N)n(CC(C)C)c(=O)[nH]c1=O (centres undefined),-10.6%,.,-5.5%,5.4%,1.1%,
CCc1ccc(C(=O)/C=C/Nc2ccc(S(=O)(=O)Nc3cnc4ccccc4n3)cc2)cc1,0.2%,7.3%,-25.6%&15.1%,23.7%,3.8%&1.3%,
O=S1(=O)CCO[C@H]2Cc3ccccc3[C@H]2N1Cc1ccc(F)cc1,7.5%,-2.9%,-73.1%,-2.9%,0.2%,
COc1ccc2c(-c3ccccc3)cc(SCC(=O)NC3CCS(=O)(=O)C3)nc2c1 (centres undefined),0.7%,-5.4%,-2.8%,3.5%,4.4%,
CCOC(=O)c1cccc(N2CC3CNC(=O)C2(C(=O)OC)N3C)c1 (centres undefined),-4.2%,.,-4.7%,-0.5%,0.5%,
CNS(=O)(=O)c1cc(NC(=O)c2cccc3cccnc23)ccc1C,4.2%,7.5%,-2.2%,9.6%,5.4%,
CCn1c(COc2ccccc2C)nnc1SCC(=O)NC1CCCC1,10.2%,-9.9%,-1.6%,14.7%,1.8%,
Cc1ccc(S(=O)(=O)N2CCC[C@H]2C(=O)OCC(=O)N2CCc3ccccc32)cc1,-3.2%,.,2.9%,3.9%,0.7%,
COc1ccccc1N1C(=O)CC(Nc2ccc(N3CCOCC3)cc2)C1=O (centres undefined),3.8%,2.5%,6.4%,18.9%,6.8%,
COc1ccc(CCNC(=O)c2nn(C)c3c2CS(=O)(=O)c2ccccc2-3)cc1OC,-4.5%,0.7%,-1.2%,5.2%,5.2%,
COC(=O)CSc1ccc2nnc(-c3ccc(F)cc3)n2n1,.,9.9%,20.0%,.,0.9%,
COc1ccc(CCN(C)C(=O)/C=C/c2c(Cl)nc3ccccn23)cc1OC,3.1%,3.4%,-18.2%,69.1%,1.2%,

# Looked up by compound from the entries so far (two):
SMILES,H37Rv inhibition,Salmonella PhoP GFP,H1N1 NS1A inhibition,tuberculosis growth,inhibitors of VEEV,others
O=C(Nc1ccc(C(=O)N2CCC(N3CCOCC3)CC2)cc1)c1ccc(Br)o1,7.3%,-18.4%,-4.4%,-0.4%,0.3%,
CCOC(=O)c1cccc(N2CC3CNC(=O)C2(C(=O)OC)N3C)c1 (centres undefined),-4.2%,.,-4.7%,-0.5%,0.5%,

# Going on with the list.
SMILES,H37Rv inhibition,Salmonella PhoP GFP,H1N1 NS1A inhibition,tuberculosis growth,inhibitors of VEEV,others
COc1ccc(C(C(=O)NCc2ccc(F)cc2)N(C(=O)c2csnn2)C2CC2)cc1 (centres undefined),9.6%,6.0%,5.2%,-9.1%,0.3%,
Cc1c(C(=O)N2CCN(c3ccccn3)CC2)oc2ccccc12,-3.3%,-7.1%,-3.5%,6.9%,1.3%,
COc1ccc(/C=N/NC(=O)C2COc3ccccc3O2)cc1OC (centres undefined),-3.3%,10.1%,-12.0%,26.4%,i,
CCOC(=O)c1ccc(-c2n[nH]c(=O)c3ccccc23)cc1,-7.8%,-5.2%,-13.2%,3.8%,1.0%,
COc1ccc(C(F)(F)F)cc1NC(=O)c1nc2nc(C)cc(C(F)F)n2n1,3.5%,3.7%,3.0%,-1.4%,6.8%,
O=C(COC(=O)c1cccc2ccccc12)NCCCc1ccccc1,-4.7%,-4.3%,-9.3%,30.7%,0.7%,
Cc1c(Cl)cccc1NC(=O)C1CCCCC1,-3.9%,-2.1%,.,0.3%,.,
C=CCn1c(O)c(C(CC)=Nc2ccc(N(C)C)cc2)c(=O)[nH]c1=O,3.7%,-0.8%,.,33.4%,2.6%,
COc1cc(OC)c([N+](=O)[O-])cc1/C=N/NC(=O)c1ccncc1,?,4.2%,1.3%,76.8%,1.6%,
O=C(NCc1ccccn1)c1nc(-c2cccs2)no1,9.4%,-4.1%,-5.5%,78.4%,2.0%,inhibitors of VEEV 10K pilot screen=1.7
CCCCCc1nnc(NC(=O)C(=O)OCC)s1,-2.6%,1.9%,-3.4%,4.0%,0.7%,
NC(=O)c1ncn([C@@H]2O[C@H](CNC(=O)[C@@H](N)Cc3cccnc3)[C@@H](O)[C@H]2O)n1,.,.,0.9%,.,i,
CN(C(=O)Cn1nc(C(=O)O)c2ccccc2c1=O)c1ccccc1,3.2%,5.5%,-12.8%,-2.6%,2.0%,
Cn1nccc1NC(=O)CC(CC(=O)O)c1ccccc1 (centres undefined),-6.4%,6.8%,-22.7%,0.0%,i,
C/C(=N/NS(=O)(=O)c1cc(C)ccc1C)c1c[nH]c2ccccc12,-0.5%,-5.5%,-5.3%,-7.0%,0.4%,
Cc1cccc(C)c1NC(=S)N(CCCN1CCOCC1)Cc1cccnc1,-1.2%,-11.1%,6.2%,-11.0%,1.1%,
C#CCOCCOCCOCCNc1nc(N2CCN(C(=O)CCCCCCCCCCNC(=O)[C@H]([C@@H](C)CC)n3cc(CCCCN=C(N)N)nn3)CC2)nc(N2CCN(C(=O)CCCCCCCCCCNC(=O)[C@H]([C@@H](C)CC)n3cc(CCCCN=C(N)N)nn3)CC2)n1,-4.0%,?,.,?,.,
COc1ccc(CCn2c(N)cc(=O)[nH]c2=S)cc1OC,-1.6%,1.0%,11.6%,.,1.4%,
CC(Sc1nc2ccccc2c(=O)n1CC1CCCO1)C(=O)N(C)c1ccccc1 (centres undefined),0.6%,.,0.3%,9.8%,9.0%,
CC(=O)c1cnc2c(-c3ccccc3)c(C(F)(F)F)nn2c1C,49.4%,-3.3%,-0.2%,4.3%,3.9%,

# Ordered by formula weight (rising): seven of the compounds above.
SMILES,H37Rv inhibition,Salmonella PhoP GFP,H1N1 NS1A inhibition,tuberculosis growth,inhibitors of VEEV,others
Cn1nccc1NC(=O)CC(CC(=O)O)c1ccccc1 (centres undefined),-6.4%,6.8%,-22.7%,0.0%,i,
COc1ccc(CCn2c(N)cc(=O)[nH]c2=S)cc1OC,-1.6%,1.0%,11.6%,.,1.4%,
CC(=O)c1cnc2c(-c3ccccc3)c(C(F)(F)F)nn2c1C,49.4%,-3.3%,-0.2%,4.3%,3.9%,
COc1cc(OC)c([N+](=O)[O-])cc1/C=N/NC(=O)c1ccncc1,?,4.2%,1.3%,76.8%,1.6%,
COc1ccc(/C=N/NC(=O)C2COc3ccccc3O2)cc1OC (centres undefined),-3.3%,10.1%,-12.0%,26.4%,i,
COc1ccc(C(F)(F)F)cc1NC(=O)c1nc2nc(C)cc(C(F)F)n2n1,3.5%,3.7%,3.0%,-1.4%,6.8%,
COc1ccc(C(C(=O)NCc2ccc(F)cc2)N(C(=O)c2csnn2)C2CC2)cc1 (centres undefined),9.6%,6.0%,5.2%,-9.1%,0.3%,

# Compounds were not picked by outcome (roughly 1.5% active in at least one column).
